CTSL1 counter = Fasciola hepatica cathepsin L1 inhibitors, primary screen, counter-screen for PFM18AAP inhibitor project, biochemical, QFRET, fluorogenic peptide substrate | recombinant F. hepatica cathepsin L1, Z-Leu-Arg-MCA fluorescence | inhibition, % at 5.96 µM | actives 0.49% (n = 300,000) | AID 1906, 2009;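 active means inhibition above the mean of all tested compounds plus 3 SD, set per screening campaign, cut at about 17% in these data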;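 further: 0% = plate median of test compound wells and 100% = 1 µM Z-Phe-Ala-diazomethylketone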
proCasp7 act = procaspase-7 activators, primary screen, counter-screen for procaspase-3 activator project, biochemical, absorbance, HTS, human | recombinant procaspase-7, Ac-DEVD-pNA absorbance 405 nm; D23A/D198A/D206A triple mutant, cannot self-cleave; scale: DMSO 0, 5 µM enzyme 100 | AID 463210, 2010 | activation, % at 8.5 µM | actives 0.093% (n = 330,000);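 active means percent activation above the screen-wide mean plus 3 SD, cut at about 25% in these data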
Target sequence (P55210 whole entry D23A/D198A/D206A): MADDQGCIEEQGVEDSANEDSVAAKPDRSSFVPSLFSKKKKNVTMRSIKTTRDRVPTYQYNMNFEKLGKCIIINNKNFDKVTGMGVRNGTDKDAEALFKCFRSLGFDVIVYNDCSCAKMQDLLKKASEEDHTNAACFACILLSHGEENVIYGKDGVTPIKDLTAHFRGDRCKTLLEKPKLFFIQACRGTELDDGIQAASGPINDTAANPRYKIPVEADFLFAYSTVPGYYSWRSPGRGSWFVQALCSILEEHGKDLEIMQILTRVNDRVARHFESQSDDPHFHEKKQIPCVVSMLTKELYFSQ
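Assay system: Uncleavable procaspase-7 mutant enzyme; Input: 2 µM procaspase-7 mutant as dispensed; Also added: DEVD-pNA substrate; Medium: Zinc-free HEPES pH 7.4 with 300 mM NaCl, 0.01% Triton X-100; Timing: 1 h compound preincubation, 2 h substrate cleavage, 25 °C; Measured by: Epi-absorbance of released pNA at 405 nm, two timepoints.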
PP1 inh = PP1-alpha phosphatase inhibitors, primary screen, counter-screen for PP5 inhibitor project, biochemical, fluorescence, OMFP substrate, single point | Serine/threonine-protein phosphatase PP1-alpha catalytic subunit (Homo sapiens), P62136 | purified PP1alpha | inhibition, % at 6.7 µM | actives 0.9% (n = 320,000) | AID 2235, 2010;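 active means inhibition above the mean inhibition of all tested compounds plus 3 SD, computed separately for each screening campaign, cut at about 15% in these data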
Target sequence (P62136 whole entry, looked up): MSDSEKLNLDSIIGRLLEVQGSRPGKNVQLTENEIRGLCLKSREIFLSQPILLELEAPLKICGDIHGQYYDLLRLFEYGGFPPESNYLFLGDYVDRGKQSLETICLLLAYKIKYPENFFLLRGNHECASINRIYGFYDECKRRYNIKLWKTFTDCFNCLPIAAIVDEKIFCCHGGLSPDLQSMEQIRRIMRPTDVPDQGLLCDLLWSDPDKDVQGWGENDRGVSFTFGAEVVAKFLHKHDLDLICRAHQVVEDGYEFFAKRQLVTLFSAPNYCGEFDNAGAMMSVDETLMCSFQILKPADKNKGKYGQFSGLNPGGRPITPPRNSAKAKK
core dimer inh = inhibitors of HCV core protein dimerization, primary screen, biochemical, TR-FRET, high-throughput; TR-FRET GST/Flag-core106 dimerization, 1536-well; actives 0.33% (n = 300,000); inhibition, % at 5 µM; AID 1899, 2009;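 active means inhibition above the mean of all tested compounds plus 3 SD, set per screening campaign, cut at about 45% in these data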
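Assay system: GST-tagged and Flag-tagged HCV core protein residues 1-106 / Times: compound-protein-antibody incubation 4 h at 22.5 °C / Signal: time-resolved FRET, ex 340 nm, em 617 and 671 nm / Evaluation: % inhibition based on acceptor/donor emission ratio / Benchmarks: wells lacking GST-core106 and wells with excess unlabelled core106 / Repeats: singlicate, one well per compound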
PAFAH2 inh = PAFAH2 enzyme inhibitors, primary screen, biochemical, fluorescence polarization, human | recombinant PAFAH2, FP-rhodamine activity probe | inhibition, % at 3.39 µM | actives 0.99% (n = 340,000);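 active means inhibition above the mean over all tested compounds plus 3 SD, cut at about 30% in these data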;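 further: inhibitors block probe labeling of enzyme so polarization drops; 0% = enzyme with DMSO and 100% = wells lacking PAFAH2 protein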
PP5 inh = PP5 phosphatase inhibitors, primary screen, biochemical, fluorescence; Serine/threonine-protein phosphatase 5 (Homo sapiens), P53041; purified PP5c, OMFP substrate fluorescence; inhibition, % at 6.7 µM; actives 0.18% (n = 320,000);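 active means inhibition above the campaign's mean inhibition across all tested compounds plus 3 SD, cut at about 9.5% in these data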;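 further: 0% = DMSO only and 100% = 100 µM cantharidin control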
TPT1 inhibitor = Candida albicans TPT1 enzyme inhibitors, primary screen, biochemical, fluorescence polarization | tRNA 2'-phosphotransferase TPT1 (Candida albicans SC5314) | recombinant caTPT1, FP RNA substrate dephosphorylation | inhibition, % at 5 µM | actives 0.81% (n = 300,000) | AID 1962, 2009;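 active means inhibition above the mean of all tested compounds plus 3 SD, set per screening campaign, cut at about 24% in these data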;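 further: plate controls were DMSO alone for no effect and ferristatin control at 100 nM for full effect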
proCasp3 act = activators of human procaspase-3 D3A mutant, primary screen, biochemical, absorbance, PC-3 D3A mutant, single concentration; actives 0.11% (n = 330,000); Caspase-3 (Homo sapiens), P42574; activation, % at 8.5 µM; AID 463141, 2010; recombinant procaspase-3 D3A, Ac-DEVD-pNA absorbance 405 nm;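 active means activation above the mean of all tested compounds plus 3 SD, cut at about 21% in these data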;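 further: 0% = DMSO alone and 100% = DMSO wells spiked with extra 5 µM PC-3 D3A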
Target sequence (P42574 whole entry D9A/D28A/D175A): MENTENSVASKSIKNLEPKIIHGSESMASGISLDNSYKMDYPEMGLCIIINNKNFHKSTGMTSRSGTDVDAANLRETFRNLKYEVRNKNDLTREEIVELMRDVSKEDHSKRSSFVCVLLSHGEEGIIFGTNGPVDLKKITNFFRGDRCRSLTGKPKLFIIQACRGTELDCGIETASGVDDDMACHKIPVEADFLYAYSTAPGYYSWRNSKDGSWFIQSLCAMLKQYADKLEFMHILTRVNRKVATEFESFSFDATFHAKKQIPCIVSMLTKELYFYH
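Evaluation: percent activation relative to control range; Material: Procaspase-3 D3A mutant, all three cleavage aspartates alanine; Compound: single dose, 8.5 µM nominal compound, 0.8% DMSO; Replication: one well per compound; Signal: absorbance at 405 nm, 0 and 120 min; Schedule: 1 h preincubation plus 2 h reaction at 25 °C.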
AHR activator = AHR activators, primary screen, cell-based, luminescence, luciferase reporter, human. AHR-responsive luciferase reporter cells. activation, % at 5 µM. actives 2.5% (n = 320,000); in the data active means activation above about 47%;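 further: 0% = vehicle wells and 100% = reference agonist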
Numbers without * were called inactive; / = no result given.

SMILES	CTSL1 counter	proCasp7 act	PP1 inh	core dimer inh	PAFAH2 inh	PP5 inh	TPT1 inhibitor	proCasp3 act	AHR activator
Cc1c(Cc2ccccc2)c(=O)oc2cc(OCC(N)=O)ccc12	1	6	3	2	0	3.1	0	5	5
COc1cc(OC)cc(C(=O)NN2CCOCC2)c1	0	12	0	1	-6	0.6	-3	-7	-1
Cc1ccc(C)c(N2CCN(C3CCCC(C)C3)CC2)c1 (configuration not stated)	-3	11	-4	8	8	-1.6	3	10	-1
CSCCC(NS(=O)(=O)c1cccc(C(F)(F)F)c1)C(=O)N(C)Cc1ccc2c(c1)OCCO2 (configuration not stated)	3	0	3	8	10	2.0	2	8	3
Cc1ccc(NC(=O)Cn2nnc(-c3ccc4c(c3)OCO4)n2)cc1F	8	1	-4	13	-10	-0.3	-1	-8	3
CC(Oc1ccc2oc3ccccc3c2c1)C(=O)NC12CC3CC(CC(C3)C1)C2 (configuration not stated)	4	-12	0	7	3	2.8	-2	-2	7
Cc1ccc(N/N=C(\C#N)C(=O)c2ccsc2)cc1	0	-4	-1	-1	8	-0.6	2	-11	37
CCc1ccc2c(CN3CCc4cc(OC)c(OC)cc4C3)cc(=O)oc2c1	8	-12	2	13	0	1.3	3	-2	74*
Cc1cccc(CC(=O)NCC(=O)NCc2cc(=O)n(C)c(=O)n2C)c1	1	2	0	2	-3	1.0	2	6	1
Cc1cc(C)cc(NC(=O)CN2CCN(CCN=CC3=C(O)CC(c4ccc(Cl)cc4)CC3=O)CC2)c1 (configuration not stated)	-1	-4	3	22	6	2.4	-1	3	-1
CCC(=O)N(CC)c1nc(-c2ccc(OC)cc2)cs1	-2	7	5	-8	2	1.1	0	9	14
COc1ccc(S(=O)(=O)N2CCOCC2)cc1NC(=O)COc1ccc2c(C)cc(=O)oc2c1	/	10	/	/	-5	/	/	0	1
CC(CNS(=O)(=O)c1ccccc1)Sc1nncn1C (configuration not stated)	5	-1	-2	1	-4	-1.6	1	1	5
O=C(NCC(=O)N(c1ccccc1)C(C(=O)NCC1CCCO1)c1ccccc1)c1ccco1 (configuration not stated)	5	7	-1	0	-3	2.1	-5	10	-4
CC(C)Cc1nnc(NC(=O)Nc2ccccc2)s1	-7	4	6	-4	0	2.7	-1	-5	17
CC(=O)Nc1ccc(C(=O)NCC(c2ccco2)N(C)C)cc1 (configuration not stated)	-1	2	-5	-1	-8	-2.5	3	-1	0
N#Cc1nc(-c2ccccc2F)oc1NCc1ccccc1	4	7	-1	-2	-5	0.7	1	3	19
Cc1ccccc1Nc1nc(N)nc(COC(=O)c2cccn2C)n1	2	-1	2	1	-3	-1.0	2	4	8
COc1ccc(-n2c(C)nc3cc(C(=O)NCCN4CCOCC4)ccc32)cc1	3	-3	-1	-3	0	0.5	2	11	3
Cc1ccc(N2CC(=O)Nc3c(sc4nc(C)cc(C)c34)C2=O)cc1	29*	5	2	-1	5	-0.1	-2	-10	4
CC(C)CCn1c(O)c(N=Nc2ccccn2)c2ccccc21	0	5	3	-8	-1	0.6	4	-16	30
COc1ccccc1NC(=O)Nc1cnccn1	2	13	-2	4	-1	0.5	-1	3	-1
O=S(=O)(/C=C/c1ccccc1)Nc1ccc(F)cc1	-5	2	-2	11	5	-2.5	3	0	-1
CCc1ccccc1NC(=O)N1CCC(NC(=O)C(Cc2ccccc2)NC(C)=O)CC1 (configuration not stated)	-2	1	-4	1	-6	1.2	1	-2	0
COC(=O)C1CCN(C(=O)COC(=O)/C=C/c2ccc(O)c(OC)c2)CC1	/	-2	/	/	-1	/	/	9	-1
O=C(CCc1nnc(COc2ccccc2)o1)NCc1ccccc1	1	3	-3	1	-3	0.9	5	5	8
COc1cccc(CC(=O)Nc2cc(C(F)(F)F)ccc2N2CCCC2)c1	-7	-11	5	-2	13	3.5	0	-17	9
O=C(Nc1cccc(NC(=O)c2ccc(Br)o2)n1)c1ccc(Br)o1	1	-2	35*	26	2	5.2	3	1	7
CCN(CC(=O)NCc1cccs1)S(=O)(=O)c1ccccc1Cl	-3	-2	-1	-3	5	-0.1	2	5	1
CC1CCN(CCOCCOc2ccccc2-c2ccccc2)CC1	0	-1	5	-11	3	5.3	-3	-5	0

Quoted from the listing for reference:
SMILES	CTSL1 counter	proCasp7 act	PP1 inh	core dimer inh	PAFAH2 inh	PP5 inh	TPT1 inhibitor	proCasp3 act	AHR activator
CCc1ccccc1NC(=O)N1CCC(NC(=O)C(Cc2ccccc2)NC(C)=O)CC1 (configuration not stated)	-2	1	-4	1	-6	1.2	1	-2	0
COC(=O)C1CCN(C(=O)COC(=O)/C=C/c2ccc(O)c(OC)c2)CC1	/	-2	/	/	-1	/	/	9	-1

The listing continues.
SMILES	CTSL1 counter	proCasp7 act	PP1 inh	core dimer inh	PAFAH2 inh	PP5 inh	TPT1 inhibitor	proCasp3 act	AHR activator
O=C(COC(=O)/C=C/c1ccc(S(=O)(=O)N2CCOCC2)cc1)NCc1ccccc1	-3	4	1	1	49*	1.2	-1	0	0
CN(C)/N=C/c1ccc(Sc2ccccc2[N+](=O)[O-])o1	-1	-21	-1	0	4	1.3	-6	-8	9
Cc1cccc(C(=O)NNC(=O)c2ccccc2C)c1	-2	17	1	-10	3	-0.3	0	8	2
CCN(CC)S(=O)(=O)c1cccc(S(=O)(=O)N2CCCCC2)c1	-2	4	-4	-1	2	-1.6	0	0	1
COC(=O)c1ccc(CSc2nnc(-c3ccc4c(c3)OCO4)n2-c2ccccc2)o1	-3	-6	0	3	-6	-1.4	3	1	1
CCC(C)[C@H](N)c1nnc(SCc2cccc(F)c2)o1 (some centres not stated)	6	-1	-1	3	1	-1.3	-4	3	6
COC(=O)c1cccc(NC(=O)CCNC(=O)c2ccc([N+](=O)[O-])cc2)c1	2	2	3	6	2	-0.7	1	2	0
COCC(C)n1c(SCC(=O)NC(=O)Nc2ccc3c(c2)OCCO3)nc2ccccc2c1=O (configuration not stated)	3	4	-2	4	1	1.5	0	3	0
Cc1[nH]n(-c2ncc(-c3ccc(Cl)cc3)s2)c(=O)c1C(c1ccc(Cl)cc1)C(C#N)C#N (configuration not stated)	-1	-7	3	-8	25	3.6	-1	2	2
C[S+](CC[C@H](N)C(=O)O)C[C@H]1O[C@@H](n2cnc3c(N)ncnc32)[C@H](O)[C@@H]1O (some centres not stated)	5	4	-1	-1	-2	-0.3	-2	0	0
CSc1nnc(-c2ccccc2Cl)o1	0	2	-1	-2	-1	0.5	1	0	-2
CCOc1ccc(C2C(C#N)=C(N)Oc3cc(C)n(Cc4ccco4)c(=O)c32)cc1OC (configuration not stated)	1	-3	-1	12	-7	1.1	0	2	2
COc1ccc(C(C)=O)cc1COC(=O)c1ccc(S(=O)(=O)N2CCOCC2)cc1	0	11	4	14	-2	3.7	2	3	1
CC1(C)NC(=O)N(CCCCOc2ccc(Cl)cc2C=O)C1=O	-5	3	-1	7	-2	0.5	0	0	1
Cc1cc2c(ncn2Cc2ccccc2)c(N)c1C	4	0	0	-10	4	0.3	0	4	26
O=C(CN1C2CCCC1CC(NC(=O)C1CCCCC1)C2)Nc1ccccc1C(F)(F)F (configuration not stated)	1	-2	-1	4	-4	-0.4	5	3	2
Cc1ccc(CNC(=O)CSc2nc(N3CCCCC3)nc(N3CCCCC3)n2)cc1	2	4	4	11	-9	3.6	-1	-1	0
CS(=O)(=O)N(CC(N)=O)Cc1ccc(Cl)cc1	5	-4	-2	-3	-1	0.7	1	-1	2
CSc1nc2ccc(N3C(=O)C4CCCCC4C3=O)cc2s1 (configuration not stated)	-2	-5	1	-4	1	-0.5	-2	1	18
CCN(C(=O)C(C)Sc1ccc(S(=O)(=O)N2CCN(C)CC2)cn1)c1ccccc1 (configuration not stated)	/	0	-12	/	-6	1.3	/	-6	-1

In the list so far, seven have a furan ring, fused or not.
SMILES	CTSL1 counter	proCasp7 act	PP1 inh	core dimer inh	PAFAH2 inh	PP5 inh	TPT1 inhibitor	proCasp3 act	AHR activator
CC(Oc1ccc2oc3ccccc3c2c1)C(=O)NC12CC3CC(CC(C3)C1)C2 (configuration not stated)	4	-12	0	7	3	2.8	-2	-2	7
O=C(NCC(=O)N(c1ccccc1)C(C(=O)NCC1CCCO1)c1ccccc1)c1ccco1 (configuration not stated)	5	7	-1	0	-3	2.1	-5	10	-4
CC(=O)Nc1ccc(C(=O)NCC(c2ccco2)N(C)C)cc1 (configuration not stated)	-1	2	-5	-1	-8	-2.5	3	-1	0
O=C(Nc1cccc(NC(=O)c2ccc(Br)o2)n1)c1ccc(Br)o1	1	-2	35*	26	2	5.2	3	1	7
CN(C)/N=C/c1ccc(Sc2ccccc2[N+](=O)[O-])o1	-1	-21	-1	0	4	1.3	-6	-8	9
COC(=O)c1ccc(CSc2nnc(-c3ccc4c(c3)OCO4)n2-c2ccccc2)o1	-3	-6	0	3	-6	-1.4	3	1	1
CCOc1ccc(C2C(C#N)=C(N)Oc3cc(C)n(Cc4ccco4)c(=O)c32)cc1OC (configuration not stated)	1	-3	-1	12	-7	1.1	0	2	2

(next part)
SMILES	CTSL1 counter	proCasp7 act	PP1 inh	core dimer inh	PAFAH2 inh	PP5 inh	TPT1 inhibitor	proCasp3 act	AHR activator
Cc1cccc(CSC2=CS(=O)(=O)c3ccccc3N2)c1	3	-5	1	-4	0	1.4	2	-5	2
CCn1cc(C(=O)NCC2COc3ccccc3O2)c2cc(OC)c(OC)cc2c1=O (configuration not stated)	-9	-3	6	-2	-5	0.0	-2	-4	-3
COc1ccccc1OCC(=O)Nc1ccc(S(=O)(=O)N(C)c2ccccc2)cc1	-4	12	-2	2	-6	4.2	-2	0	5
Cc1nn(-c2ccccc2)c(=S)n1-c1ccccc1	-1	0	-1	-5	-2	1.9	-2	-6	0
CCN(C(=O)c1c(C)cc(=O)oc1C)c1ccc2c(c1)OCO2	0	-3	-1	-4	-1	0.4	-2	4	0
COc1cccc(NC(=O)COC(=O)CCC(=O)c2cccs2)c1	/	14	-7	/	6	-2.6	/	3	0
COc1ccc(C(C)=O)cc1COC(=O)Cc1cc(OC)c(OC)c(OC)c1	-2	2	-1	-8	14	1.3	-4	2	3
Cc1ccc2[nH]c(C)c(CC(=O)NCc3ccccc3)c2c1	3	-2	0	-4	-5	1.2	-3	1	1
O=C(NCCc1cccs1)c1ccc(Cl)c(Cl)c1	-1	-2	-3	-1	2	-0.9	1	-1	3
COc1ccc2oc(C(=O)OCC(=O)N3CCN(C(C)=O)CC3)c(C)c2c1	0	1	-7	3	-10	0.0	-4	4	3
Cc1cccc(NC(=O)CN(C)C(=O)C2CC2)c1C	/	12	-2	/	-10	-1.4	/	3	0
